ER stress surv: protection against thapsigargin ER stress killing – CSM14.1 cells, ATP luminescence, primary screen. AID 1010, 2008. CSM14.1 thapsigargin ER stress survival. relative survival (cellular ATP), % at 15 µg/mL (by protocol). hit rate 0.33% among 48,000;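 active = survival measured by cellular ATP above 50% at 15 µg/ml in the first screen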;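 also: cell death triggered by about 15 µM thapsigargin; ATP read 24 h after thapsigargin was added; plate controls were thapsigargin with DMSO for no effect and DMSO without thapsigargin for full effect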
An asterisk follows results filed as active. An excerpt. The share of hits here may be higher or lower than overall.

Preview, 4 compounds:
compound | ER stress surv
O=C1NN(c2ccc(Cl)cc2)C(=O)/C1=C\c1ccc(O)c(O)c1 | -1
Oc1ccccc1/C=N/Nc1ncnc2c1cnn2Cc1ccccc1 | 6
C=CCn1c(-c2ccco2)n[nH]c1=S | 4
CCN1CCc2c(sc(NC(=O)Nc3ccc(Cl)cc3)c2C(N)=O)C1 | -3

Main list, previewed entries included:
compound | ER stress surv
O=C1NN(c2ccc(Cl)cc2)C(=O)/C1=C\c1ccc(O)c(O)c1 | -1
Oc1ccccc1/C=N/Nc1ncnc2c1cnn2Cc1ccccc1 | 6
C=CCn1c(-c2ccco2)n[nH]c1=S | 4
CCN1CCc2c(sc(NC(=O)Nc3ccc(Cl)cc3)c2C(N)=O)C1 | -3
COc1cc(C2NC(=S)NC(C)=C2C(=O)Nc2ccc(Br)cc2)cc(OC)c1OC (stereo not drawn) | 7
O=C(N/N=C/c1cccc(O)c1O)c1cccc(Cl)c1 | -6
COC(=O)c1ccc(-c2nc3nnc(C)n3[nH]2)cc1 | 8
Cc1cccc(C(=O)Nc2cccc(NC(=O)COc3ccccc3Cl)c2)c1 | -1
O=C(c1ccc(Cl)cc1)N1CCN(c2ccc(F)cc2)CC1 | -4
COc1ccc(C2CC(=O)C3=C(C2)Nc2ccccc2NC3c2cc(F)ccc2F)cc1 (stereo not drawn) | -1
O=C(Nc1ccc(Nc2ccccc2)cc1)c1ccccc1[N+](=O)[O-] | 2
CCOc1cccc(C(=O)Nc2ccc(I)cc2Cl)c1 | 4
COc1ccc(N2C(=O)CC(Sc3nc(C)c4ccccc4n3)C2=O)cc1 (stereo not drawn) | -4
CN(C)CCN1C(=O)C(=O)/C(=C(/O)c2ccccc2)C1c1ccccc1[N+](=O)[O-] (stereo not drawn) | 11
O=C(Nc1cccnc1)c1cnn2c(C(F)(F)F)cc(-c3cccs3)nc12 | -4
Cc1ccccc1OCC(=O)N1CCC(C(N)=O)CC1 | -2
CC1(C)CC(=O)C2=C(C1)Nc1ccccc1N(C(=S)Nc1ccccc1)C2c1ccc2c(c1)OCO2 (stereo not drawn) | 4
O=C(COc1ccccc1[N+](=O)[O-])Nc1ccc(Cl)cc1Cl | 0
Cc1cccc(N2CCN(S(=O)(=O)c3ccccc3[N+](=O)[O-])CC2)c1C | 0
CCOC(=O)CCC(=O)Nc1cc(-c2cccc(C)c2)[nH]n1 | 19
CCOc1cccc(C=NN2CCN(c3ccc(Cl)cc3)CC2)c1O | 14
COc1ccc(C2NC(=O)NC3=C2C(=O)N(Cc2ccccc2)C3)cc1 (stereo not drawn) | 3
CC(C)(C)c1ccc(-c2nnc(-c3ccc4c(c3)OCO4)o2)cc1 | -1
COC(=O)C(=O)/C=C(/O)c1ccc(Br)cc1 | -5
CCOc1ccccc1NC(=O)C(=O)NCc1ccccc1Cl | 1
Cc1ccc(S(=O)(=O)N2CCN(S(=O)(=O)c3ccc(C)cc3)C3OCCOC32)cc1 (stereo not drawn) | 3
Nc1nc(Oc2ccccc2)c(Br)c(=O)[nH]1 | 12
Cc1cc(NS(=O)(=O)c2ccc(NC(=O)c3cc(-c4ccccc4C)nc4ccccc34)cc2)nc(C)n1 | 2
CCN(CC)c1nc(-c2ccccc2Cl)nc2ccccc12 | 6
O=C(Nc1cccc2ccccc12)c1ccccc1[N+](=O)[O-] | -2
C=CCN1C(=O)/C(=C\c2ccc(OCCOc3cccc(OC)c3)c(OC)c2)SC1=S | -7
COc1cc(/C=C2/SC(=S)NC2=O)cc(Cl)c1OCc1ccc(Cl)cc1Cl | 3
O=C1NC(=S)N(c2ccc(Cl)c(Cl)c2)C(=O)/C1=C/c1cccs1 | 7
CCNC(=S)NNC(=O)CSc1nc2ccccc2n1CC | 13
Fc1ccc(CSc2nnc(-c3ccc(Cl)cc3Cl)o2)cc1 | -7
COc1cccc(C(=O)Nc2ccc(-c3nc4cc(C)ccc4o3)c(O)c2)c1 | -2
N#CCn1cc(/C=C(/C#N)C(=O)Nc2cccc(Br)c2)c2ccccc21 | 1
O=C1CCCC2=C1C(c1ccc(Cl)c(Cl)c1)Nc1ccccc1N2 (stereo not drawn) | 2
COC(=O)c1c(C)[nH]c(/C=C2\C(=O)C=Cc3ccccc32)c1O | -3
CCOC(=O)c1ccc(N2C(=O)C3C(c4ccccc4C)OC4(C(=O)c5ccccc5C4=O)C3C2=O)cc1 (stereo not drawn) | 4
Cc1cccc(N2C(=O)CC(N3CCN(C(c4ccccc4)c4ccccc4)CC3)C2=O)c1 (stereo not drawn) | 7
COCCOC(=O)c1c(C)oc2ccc(OC(=O)c3ccc(OC)c(OC)c3)cc12 | 4
CC1(C)CC(=O)c2sc(NC(=O)CSc3nc4ccccc4[nH]3)nc2C1 | 0
COc1ccc(CCNC2CCN(Cc3ccccc3)CC2)cc1OC | -11
CCCCOc1ccc(C(=O)Nc2ccc(Cl)cn2)cc1 | 18
COC(=O)C1=C(C)NC(=O)NC1c1cc(OC)c(OC)cc1OC (stereo not drawn) | 9
CCn1c2ccccc2c2cc(CN3CCN(Cc4cc(OC)c(OC)cc4[N+](=O)[O-])CC3)ccc21 | -2
CN(CCC(=O)NC1CC(C)(C)N(C)C(C)(C)C1)C1CC(C)(C)N(C)C(C)(C)C1 | 6
COc1ccc(S(=O)(=O)N2CCCC2)cc1Br | 16
CCOC(=O)/C=C/C(=O)Nc1sc(Cc2ccccc2)c(C)c1C(N)=O | 4
CCC(=O)NC(Nc1cc(C)ccn1)(C(F)(F)F)C(F)(F)F | 5
O=C1c2ccc3c4c(ccc(c24)C(=O)N1Nc1ccccc1)CC3 | 16
COc1ccc(N(CC(=O)NCc2ccccn2)S(=O)(=O)c2ccccc2[N+](=O)[O-])c(OC)c1 | -2
COc1ccc(Cl)cc1N(CC(=O)N1CCCCCC1)S(=O)(=O)c1ccc(C)c([N+](=O)[O-])c1 | 13
COc1cccc(/C=N/Nc2nc(N3CCCCC3)nc(N3CCCCC3)n2)c1O | 9
Cc1ccc(-n2cnnn2)cc1-n1cnnn1 | -2
COc1ccccc1CNC(=O)COc1ccc(Cl)cc1C | 4
Cc1c(NC(=S)NCc2ccccc2)c(=O)n(-c2ccccc2)n1C | 5
CCOc1ccc(NCC(=O)N/N=C/c2cc([N+](=O)[O-])ccc2O)cc1 | 3
C=C1c2cc(C)ccc2NC(=O)N1c1ccc(Cl)c(Cl)c1 | 4

Further records.
compound | ER stress surv
O=C/C(=C\Nc1ccc(Cl)cn1)c1nc2cc(Cl)ccc2o1 | 30
COc1cccc(/C=N/NC(=O)C(=O)N2CCCCCC2)c1OC | 12
Cc1sc(NC(=O)C2CC2c2ccccc2)c(C#N)c1C (stereo not drawn) | 4
O=C(NCCOc1ccc(F)cc1)c1ccccc1-c1ccccc1 | 0
CN1CN=C2SC3(COC(c4ccccc4Cl)OC3)C(=O)N2C1 (stereo not drawn) | 3
O=[N+]([O-])c1cccc(/C=N\N2CCN(C(c3ccccc3)c3ccccc3)CC2)c1 | 52*
CCOc1ccccc1/C=N\N1CCN(c2ccccc2OC)CC1 | 9
CCOC(=O)C(=CNc1ccccc1F)C(=O)OCC | -3
O=C(Nc1ccc(Cl)cc1)C1C2CCC3C(CCC21)C3(Cl)Cl (stereo not drawn) | 1
CC(C)CN(CC(C)C)S(=O)(=O)c1ccc(C(=O)N2CCOCC2)cc1 | -2
COc1ccc(C2CC(c3ccccc3)=NN2c2ccc([N+](=O)[O-])cc2)cc1 (stereo not drawn) | 7
C=CCC(C)(CC=C)NC(=O)c1ccccc1[N+](=O)[O-] | 1
O=C1ON=C(c2ccccc2)/C1=C\c1ccccc1OCc1ccccc1 | 2
CN(c1ccccc1)c1ccc(/C=C2\N=C(c3ccccc3)OC2=O)cc1 | 6
O=C(NCCOc1ccccc1)c1cccc(C(=O)NCCOc2ccccc2)c1 | 8
O=C(O)c1ccccc1C(=O)c1ccc(F)c(F)c1 | 11
C#CCOc1ccc(/C=C2\C(=O)NC(=O)N(c3ccc(Cl)cc3)C2=O)cc1OC | 0
O=C(Nc1ccccc1F)c1cc(-c2ccco2)nc2ccccc12 | 6
N/C(=N\OC(=O)Cc1ccc(Cl)cc1)c1ccccn1 | -4
C/C(=N/NC(=O)c1ccccc1N)c1cccs1 | 3
COC(=O)c1c(C)oc2ccc(OC(C)C(=O)O)cc12 (stereo not drawn) | 1
CN(C)CCOC(=O)CCN1C(=O)/C(=C/c2ccccc2Cl)SC1=S | -6
O=C1c2ccccc2C(=O)c2c([N+](=O)[O-])ccc(N3CCCCC3)c21 | -10
CN1CCN(S(=O)(=O)c2cc(Cl)ccc2Br)CC1 | 1
CCOC(=O)c1c(CSc2ccccc2)n(C)c2cc(Br)c(OC)c(O)c12 | 1
CCc1ccc(NC(=O)C2CC(=O)N(c3ccc(CC)cc3)C2)cc1 (stereo not drawn) | 9
CCOc1ccc(-n2c(O)c(C=Nc3ccc(C)cc3)c(=O)[nH]c2=O)cc1 | 6
CCSc1nnc2n(-c3ccc(OC)cc3)c(=O)c3c4c(sc3n12)COC(C)(C)C4 | 10
C=CCNC1=C(Cl)C(=O)N(c2ccc(C)cc2C)C1=O | 8
CN1CCc2c(sc3nc(Nc4ccccc4)n(N)c(=O)c23)C1 | 1
Cc1nc2ccc(Cl)cn2c1C(=O)N/N=C\c1ccc(C(=O)O)cc1 | 6
C/C(=N\O)c1ccc2c(c1)c1cc(/C(C)=N/O)ccc1n2C(C)C | 6
CC(=O)Nc1ccc(NC(=O)CSc2ccccn2)cc1 | 4
Brc1cc(/C=N/Nc2ccccn2)oc1Br | 1
COc1ccc(N2C(=O)NC(=O)/C(=C/c3ccc(-c4ccccc4[N+](=O)[O-])o3)C2=O)cc1 | 9
O=C(O)C(Cc1c[nH]c2ccccc12)NS(=O)(=O)c1ccccc1[N+](=O)[O-] (stereo not drawn) | -2
CC(C)OP(=O)(OC(C)C)C(Nc1cccc([N+](=O)[O-])c1)c1cccc([N+](=O)[O-])c1 (stereo not drawn) | 6
O=C(c1cc([N+](=O)[O-])ccc1Cl)N1CCN(C(c2ccccc2)c2ccccc2)CC1 | 8
CCCCOc1ccc(/C=C2\SC(=S)N(CCC(=O)OC)C2=O)cc1OC | 9
N/C(=N\OC(=O)COc1cccc2ccccc12)c1cccc([N+](=O)[O-])c1 | -2
O=[N+]([O-])c1ccc(/C=N/Nc2c(Cl)cc(Cl)cc2Cl)cc1 | 5
CC(=O)Nc1n[nH]c(-c2ccc(C)cc2)c1C | -3
CC(=O)N/N=C\c1cc(C)cc(/C=N\NC(C)=O)c1O | 19
CC(Oc1ccccc1)C(=O)Nc1ccc2[nH]c(=O)[nH]c2c1 (stereo not drawn) | 7
CCCc1cc(=O)oc2c(C)c(OC(C)=O)ccc12 | 8
Cc1ccccc1NC(=O)C(=O)NCc1ccc2c(c1)OCO2 | 11
O=C(Nc1ccc(Cl)cn1)c1cccc(OCc2ccccc2)c1 | 3
CC1(C)CC(=O)c2sc(NC(=O)CSC3=NCCS3)nc2C1 | 1
O=C1N/C(=N/N=C/c2ccccc2O)SC1Cc1ccccc1 (stereo not drawn) | 5
Cc1cccc(C)c1NC(=O)c1ccc(CN(c2ccccc2)S(C)(=O)=O)cc1 | 7
CC(C)c1ccc(-c2cc(C(=O)N3CCCC3)c3ccccc3n2)cc1 | -4
O=C1CN(S(=O)(=O)c2ccccc2)CCN1S(=O)(=O)c1ccccc1 | -1
CSc1nc(N)c(C#N)c(Cc2ccccc2)c1C#N | 9
COc1cccc(NC(=O)C(=O)NCc2cccnc2)c1 | 3
Cc1ccc(C(=O)NCc2ccccc2)cc1S(=O)(=O)N1CCOCC1 | 15
CCOC(=O)C1=C(C)N=C2SC(C)C(=O)N2C1c1ccc(OC)cc1 (stereo not drawn) | 6
O=C(CCN1C(=O)/C(=C/c2cccs2)SC1=S)Nc1nc2ccccc2s1 | 25
CCOc1cc(/C=N/NS(=O)(=O)c2ccc(OC)cc2)ccc1OCCN1CCOCC1 | 1
CC(=O)c1cccc(NC(=O)CC2S/C(=N\N=C\c3ccc(C)o3)NC2=O)c1 (stereo not drawn) | 3
COc1ccc(C(=O)N2CCN(C3CCN(Cc4ccccc4)CC3)CC2)cc1 | -6

(continued)
compound | ER stress surv
COc1ccc(OC)c(NC(=O)c2ccc(OC)cc2OC)c1 | 0
CCOc1ccc(NC(=O)c2ccc([N+](=O)[O-])o2)cc1 | -6
COc1ccc(Br)cc1C(=O)Nc1ccccc1C(F)(F)F | 1
CN1CCN(C(=O)c2cnn(-c3ccccc3)c2NC(=O)c2ccc(Br)cc2)CC1 | 0
CC(C)(C)NC(=O)NC12CC3CC(CC(C3)C1)C2 | 6
CC(C1CC1)N1C(=O)C2C(C1=O)C1C=CC2C12CC2 (stereo not drawn) | 8
O=C(O)C1C2C=CC(O2)C1C(=O)Nc1ccc(F)c(Cl)c1 (stereo not drawn) | 0
CCOc1cccc(/C=C2/SC(=S)NC2=O)c1O | -15
CC(=O)NC1=NC(=O)/C(=C/c2cc(C)n(-c3cccc(C(=O)O)c3)c2C)S1 | 3
COC(=O)COc1ccc(/C=C2\C(=O)C(C(=O)OC)=C(C)N2c2cc(C)cc(C)c2)cc1 | 0
O=C(Nc1ccc(Cl)cc1)c1ccccc1[N+](=O)[O-] | 6
O=C(NNc1nc2ccccc2s1)c1ccc(Br)cc1 | 9
O=C(c1ccc([N+](=O)[O-])cc1)N1CCN(C2CC3CCC2C3)CC1 (stereo not drawn) | 12
CC(c1ccccc1)N1C(=O)c2ccccc2C1(O)Cc1ccccc1 (stereo not drawn) | 1

Source: PubChem
